All columns: NCI-60 one-dose screen, growth in % after 48 h at 10 µM unless noted; 100 = growth as untreated, 0 = no growth, -100 = all killed.
HCT-15 = HCT-15 colon cancer; AID 1794746; 5.2% of 82,000 active
HCC-2998 = HCC-2998 colon cancer; 4.7% of 79,000 active; AID 1794799
SW-620 = SW-620 colon cancer. 5.2% of 82,000 active
KM12 = KM12 colon cancer cells. 5% of 82,000 active
COLO 205 = COLO 205 colon cancer; 7.3% of 79,000 active; AID 1794742
HT29 = HT29 colon cancer; 7.4% of 81,000 active; AID 1794748
SNB-75 = SNB-75 CNS cancer. AID 1794750. 5% of 79,000 active
HCT-116 = HCT-116 colon cancer; 7.3% of 82,000 active; AID 1794798
NCI-H322M = NCI-H322M lung cancer; 2.7% of 80,000 active
* marks the source's active call; other numbers are inactive results; nt = no result given. The calls were made as follows: active = growth percent below 10; inactive = the rest.

mol,HT29,COLO 205,NCI-H322M,SW-620,HCT-15,KM12,HCC-2998,SNB-75,HCT-116
N#Cc1ccc(NS(=O)(=O)c2ccc(-c3cnc(C4CC4)o3)cc2)cc1,119,nt,101,96,93,100,110,94,91
BrCCOc1ccccc1,116,106,110,107,102,121,102,99,106
CCCCN(CC)C1N=C(C)Nc2c1sc(=S)n2-c1ccc(OC)cc1OC (configuration not stated),93,101,95,98,97,103,106,nt,82
Nc1c(C(=O)Nc2cccc(Cl)c2)sc2ncccc12,102,108,99,103,92,90,nt,nt,101
C/C=C(\C)C(=O)OC1CC[N+]2([O-])CCC(COC(=O)/C(=C/C)CO)C12 (configuration not stated),93,108,101,102,103,100,85,96,104
Cc1cc(=O)oc2cc(O)c(O)cc12,101,107,100,92,79,96,105,43,99
Nc1ncc2c(n1)CCCC2,98,101,106,106,101,102,106,85,100
FC(F)(F)c1cccc(/C=C/c2nn3c(-c4ccccc4Br)nnc3s2)c1,113,122,94,98,88,97,124,103,110
O=c1[nH]c2cc(Cl)c(Br)cc2o1,106,115,100,100,94,109,101,81,102
Cc1cc(-c2noc(C(F)(F)F)n2)ccc1N1CCN(c2cc(C(=O)N(C)C)no2)CC1,78,nt,101,85,70,85,81,73,46
O=C(/C(Br)=C/c1ccncc1)c1ccc([N+](=O)[O-])cc1,98,116,113,102,103,93,nt,118,101
CC(=O)/C(=C/c1ccc([N+](=O)[O-])cc1)C(=O)c1ccccc1,41,90,100,65,61,59,95,88,36
COC(=O)CC(CC(=O)C(=O)OC)C(=O)OC (configuration not stated),104,116,106,109,99,104,95,nt,110
COc1cccc(C(=O)O)c1[N+](=O)[O-],110,106,142,102,nt,106,nt,94,104
CC(C)(Oc1ccc([N+](=O)[O-])cc1)C(=O)O,92,105,96,106,100,100,99,92,96
C(C#CCN1CCOCC1)#CCN1CCOCC1,113,129,114,103,120,97,102,111,85
COc1ccc(C2C3=C(COC3=O)N(CCO)c3cc4c(cc32)OCCO4)cc1 (configuration not stated),51,84,125,55,66,49,77,60,77
O=C1/C(=C/c2ccccc2O)CC/C1=C\c1ccccc1O,100,107,96,55,35,76,104,77,17
COc1ccc(-n2c(=O)n(-c3ccc(-c4nc5ccc(OC)cc5s4)cc3)c(=O)c3cccnc32)cc1,107,116,117,112,110,110,101,nt,106
CNC(=O)c1cc(Oc2ccc3nc(NC(=O)c4cc(-n5cnc(C)c5)cc(C(F)(F)F)c4)sc3c2)ccn1,111,99,106,111,98,100,108,84,103
O=C(O)C1(C(=O)O)CCC2(CCCCC2)CC1,101,112,93,106,98,107,103,116,106
CSc1ccc(-c2cc(-c3ccc(NC(=O)CCCN4CCCC4)cc3)nc(-c3ccc(NC(=O)CCCN4CCCC4)cc3)c2)cc1,22,83,95,68,89,25,86,45,80
N#CC1C(=O)NN=C(N)C12CCCC2 (configuration not stated),107,138,106,110,103,101,96,102,102
COc1ccc(N/C=C2\C(=O)CCc3c2oc2cc(Cl)c(O)c(Cl)c32)cc1,112,115,61,86,97,83,93,68,83
Nc1nc(N)c2cc(S(=O)(=O)c3ccc4ccccc4c3)ccc2n1,nt,56,43,32,28,36,29,26,19

Part of the list above in order of formula weight, low to high:
mol,HT29,COLO 205,NCI-H322M,SW-620,HCT-15,KM12,HCC-2998,SNB-75,HCT-116
Nc1ncc2c(n1)CCCC2,98,101,106,106,101,102,106,85,100
Cc1cc(=O)oc2cc(O)c(O)cc12,101,107,100,92,79,96,105,43,99
O=c1[nH]c2cc(Cl)c(Br)cc2o1,106,115,100,100,94,109,101,81,102
Nc1c(C(=O)Nc2cccc(Cl)c2)sc2ncccc12,102,108,99,103,92,90,nt,nt,101
Cc1cc(-c2noc(C(F)(F)F)n2)ccc1N1CCN(c2cc(C(=O)N(C)C)no2)CC1,78,nt,101,85,70,85,81,73,46
FC(F)(F)c1cccc(/C=C/c2nn3c(-c4ccccc4Br)nnc3s2)c1,113,122,94,98,88,97,124,103,110

Other compounds:
mol,HT29,COLO 205,NCI-H322M,SW-620,HCT-15,KM12,HCC-2998,SNB-75,HCT-116
COc1cc(NCC(=O)Nc2cc(Nc3cccc(Cl)c3)ncn2)c(Cl)c(OC)c1Cl,92,92,94,96,100,95,100,85,92
c1ccc(CNc2ccccn2)cc1,103,109,108,105,96,105,nt,94,106
CCCn1c(N)c(C(=O)CSc2n[nH]c(-c3ccccc3F)n2)c(=O)n(C)c1=O,104,122,108,104,103,99,111,103,90
Cc1cc(C)c(S(N)(=O)=O)c(N)c1,95,117,119,101,102,106,104,91,104
ClCC(Cl)(Br)CBr (configuration not stated),106,107,101,103,99,107,98,75,96
N#CC1=C(N)OC2=C(C(=O)c3ccccc3C2=O)C1c1ccc(O)cc1 (configuration not stated),109,117,106,104,93,86,109,70,108
C/C(=C\CCc1ccsc1)CC/C=C(\C)CCCN1CCSCC1,88,86,78,92,83,84,96,101,78
CN1CCN(Cc2ccc(NC(=O)c3cncc(C#Cc4cnc(N)c5ccc(F)cc45)c3)cc2C(F)(F)F)CC1,-56*,-26*,24,-64*,-86*,7.8*,35,-3.0*,-91*
COc1ccc(NS(=O)C2CCCCC2)cc1 (configuration not stated),90,111,108,80,107,105,105,96,98
N#CSc1cc(S(N)(=O)=O)ccc1N,101,113,114,107,108,107,nt,85,102
O=C1Nc2ccccc2C1(N1CCCCC1)N1CCCCC1,106,115,114,97,109,101,106,78,100
O=C(N=Nc1c(O)[nH]c2ccccc12)c1cc(-c2ccc(Cl)cc2)nc2ccccc12,120,110,100,104,101,105,113,133,100
O=Cc1ccc(Oc2nc(N3CCCCC3)nc(N3CCCCC3)n2)cc1,101,106,101,105,97,106,100,nt,106
NS(=O)(=O)c1ccc(NC(=S)NC(=O)c2ccc(OCc3ccccc3)cc2)cc1,113,125,95,104,102,103,101,83,108
Fc1cc2c(cc1Cl)N(c1ncnc3ccc(-c4cnc5[nH]ncc5c4)cc13)CC2,56,79,52,80,59,78,69,20,70
NC(N)=N/N=C/c1cccc(Cl)c1,92,98,91,nt,105,106,103,94,97
COC(=O)C12C3C(=O)N(c4ccc(OC)cc4)C(=O)C3C(c3cn(-c4ccccc4)nc3C)N1[C@H](c1cn(-c3ccccc3)nc1C)[C@@H]1C(=O)N(c3ccc(OC)cc3)C(=O)[C@@H]12 (some centres not stated),103,112,112,100,101,106,nt,90,104
Cc1c[n+](Cc2ccc3ccccc3c2)cn1Cc1ccc2ccccc2c1,-35*,-79*,66,37,95,-45*,15,-0.4*,23
CC(C)OC(=O)c1ccc2n1CCCc1cnc(N)nc1-2,108,117,107,109,108,110,135,90,98
CCCCCCCC(=O)OCC/C=C/C1OC1C1OC(=O)/C=C\C=C\C(=O)N(C(C)=O)C(=O)/C=C(/C)CCC2OC2C1OC(=O)NC(C)=O (configuration not stated),51,62,111,83,84,44,72,79,3.7*
CC(C)(C)OC(=O)N1CCC2(CC1)Oc1ccccc1[C@H]1CC(c3ccc(Br)cc3)=NN12,97,101,87,83,59,50,86,73,74
C=CCSc1nnc(-c2ccc(-c3nc4ccc(C)cc4[nH]3)cc2)o1,108,118,105,112,94,99,121,110,113
CC(=O)n1cc(C2CC(=O)OC3=C2CC(=O)C(C)(C)C3)c2ccccc21 (configuration not stated),105,97,108,102,103,106,nt,104,110
CCOc1ccc2c(c1)/C(=C\C=C\C1CC(C)C3CC(OCC)CCC3N1CC)CC(C)N2CC (configuration not stated),-33*,-47*,4.2*,17,18,1.0*,28,-0.2*,11
O=S(=O)(c1ccc(Br)cc1)N(c1cccc(F)c1)C1CCN(Cc2ccc(F)cc2)CC1,58,104,106,87,85,87,84,80,56

(listing goes on)
mol,HT29,COLO 205,NCI-H322M,SW-620,HCT-15,KM12,HCC-2998,SNB-75,HCT-116
O=[N+]([O-])c1ccc2[nH]ncc2c1,112,107,111,101,108,89,101,93,111
N#Cc1ccc(-n2nc(/C=C/c3ccc(F)cc3)cc2/C=C/c2ccc(F)cc2)cc1,65,107,91,99,84,92,84,90,68
CS(=O)c1cccc(-c2ccc3nc(N)n(-c4ccc(C(F)(F)F)cc4)c(=O)c3c2)c1 (configuration not stated),100,105,103,103,105,99,106,114,100
N=C(N)c1ccc(-c2ccc(-c3cc(Cl)cc(Cl)c3)o2)o1,-81*,-82*,-77*,-87*,-89*,-79*,-78*,-69*,-69*
CC1N=C(SCc2ccc(Cl)cc2)N2C(C)N=C(SCc3ccc(Cl)cc3)N12 (configuration not stated),82,94,104,91,90,95,99,89,75
CCOc1cc(Br)cc2cc(C(=O)CSc3nc4ccccc4c(=O)n3-c3ccccc3)c(=O)oc12,100,90,87,92,97,88,101,78,86
Cc1c(C(=O)/C=C/c2cc3ccccc3n3nnnc23)nnn1-c1ccc(Cl)cc1,97,92,95,100,86,116,84,70,93
O=C(Nc1ccc(N2CCOCC2)cc1)c1cncnc1Nc1ccc2c(ccn2Cc2ccccn2)c1,97,95,107,94,90,93,105,74,100
COc1ccc(-c2cc(-c3cc(OC)c(OC)c(OC)c3)c(C#N)c(=O)n2Cc2ccc(C(=O)Nc3ccccc3N)cc2)cc1,114,115,93,96,83,101,110,57,84
Cc1cc2c(cc1Cl)C(=O)/C(=C/c1ccc(Cl)cc1)O2,104,119,102,111,105,103,125,115,99
Cc1nc(-c2cn3c(n2)-c2ccc(-c4cnn(C(C)(C)C(N)=O)c4)cc2OCC3)n(C(C)C)n1,10,14,2.1*,44,31,16,nt,-5.5*,20
Cc1cc(C)c(OC2=C(c3c(C)cc(C)cc3C)C(=O)c3ccccc32)c(C)c1,94,101,110,93,85,87,104,103,85
CCOC(=O)CC(CC(=O)OCC)C(=O)OCC,99,105,114,102,96,106,109,92,109
CCCCCCCCCCCCCCCCCC(=O)NC[n+]1ccccc1,100,110,105,109,97,105,100,84,95
COC(=O)[C@@H](NC(=O)Cn1cc(CNC(=O)OC(C)(C)C)nn1)C(C)C,nt,120,105,117,106,nt,nt,100,103
CCCCCCCCCCCCC(C)O (configuration not stated),96,117,94,105,101,106,99,101,101
C[C@@H](O)[C@@H]1NC(=O)[C@@H](CCCCN)NC(=O)[C@H](Cc2c[nH]c3ccccc23)NC(=O)[C@@H](Cc2ccccc2)NC(=O)[C@H](NC(=O)[C@H](N)Cc2ccccc2)CSSC[C@H](C(=O)N[C@H](CO)[C@@H](C)O)NC1=O,107,103,99,91,99,88,100,99,109
CCCCCCCC(=O)Oc1ccc(Br)cc1,113,115,96,89,103,102,94,84,102
O=c1nc(Nc2cc(Cl)ccc2O)sc2ccccc12,101,123,65,93,49,55,73,60,62
CC(C)c1ccc(C2=C/C(=C\c3ccccc3)C(=O)N2CCc2ccc(S(N)(=O)=O)cc2)cc1,122,125,112,110,107,104,120,99,107
CC(=O)N1N=C(c2cc3ccccc3oc2=O)CC1c1cn(-c2ccccc2)nc1-c1ccc(Br)cc1 (configuration not stated),107,103,100,97,100,100,110,84,105
C/C(=N\O)C(=O)NCCCCCCCC(=O)Nc1ccccc1,98,108,102,109,98,100,106,93,100
CCOC(=O)c1c(/C=C/C(=O)O)nc2ccccc2c1/C=C/c1ccccc1,50,84,73,30,24,20,35,15,22
CC1CCCN1Cc1nc2ccc(NC(=O)c3ccc4c(cnn4C)c3)cc2[nH]1 (configuration not stated),95,102,85,95,98,103,85,75,89
COc1ccc(/C=N/NC(=O)c2cnn3c2NC(c2ccccc2)C3)cc1OC1CCCC1 (configuration not stated),91,nt,101,98,70,81,110,84,82

3 compounds from above, limited to HT29 and KM12.
| molecule | HT29 | KM12 |
| --- | --- | --- |
| O=[N+]([O-])c1ccc2[nH]ncc2c1 | 112 | 89 |
| Cc1cc2c(cc1Cl)C(=O)/C(=C/c1ccc(Cl)cc1)O2 | 104 | 103 |
| CC(C)c1ccc(C2=C/C(=C\c3ccccc3)C(=O)N2CCc2ccc(S(N)(=O)=O)cc2)cc1 | 122 | 104 |

Further entries follow:
mol,HT29,COLO 205,NCI-H322M,SW-620,HCT-15,KM12,HCC-2998,SNB-75,HCT-116
COc1ccc(Br)c([N+](=O)[O-])c1,102,113,121,101,102,106,109,96,98
CC(C(=O)C(C)(C)C)C(=O)C(C)(C)C,108,116,105,114,95,120,nt,89,114
CCOC(=O)CNC(=O)Cc1ccccc1,96,114,102,103,107,106,106,102,103
CCN(CC)c1ccc(/C=C/c2cc(C)c3ccccc3n2)cc1,8.1*,25,101,22,30,nt,62,43,23
COc1cccc(C(=O)Nc2cccc(-c3cc(=O)c4c(OC)c(OC)c(OC)cc4o3)c2)c1,46,nt,73,77,53,46,80,67,54
O=C(NCc1ccccc1)/C(=C/c1ccc2c(c1)OCO2)NC(=O)c1ccccc1,93,116,106,106,105,105,95,91,102
O=c1nc(Nc2ccc([N+](=O)[O-])cc2O)sc2ccccc12,82,97,51,22,27,24,62,-12*,20
COc1cc(C2C=C(c3ccc(Cl)cc3)Nc3nc(SC)[nH]c(=O)c32)ccc1Oc1ccnc2cc(Cl)ccc12 (configuration not stated),79,96,108,97,81,77,92,97,73
COc1ccc2[nH]c(=O)c(CSc3ccccc3Nc3nccc(-c4ccc(C(F)(F)F)cc4)n3)cc2c1,4.7*,28,67,17,13,29,19,-5.5*,-8.9*
O=C(O)CCCCCNC(=O)c1nc(-c2ccccc2)n(-c2ccc(F)cc2)n1,109,115,102,109,105,105,104,107,98
Nc1nc2c(ccc3ccccc32)s1,91,122,92,100,100,133,112,60,109

Screening data from PubChem.
